OXTR agonist: human OXTR agonists, primary screen, fluorescence, CHO-OTR cells, Fluo-8 calcium; activation, % at 3 µM; 320,000 compounds, 0.32% hits; Fluo-8 calcium fluorescence; normalized: DMSO 0%, oxytocin 100%;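 active means activation above the mean of all tested compounds plus 3 SD, cutoff set per screening run, cut at about 20% in these data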;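 further: peak over basal fluorescence ratio from a 100 s FLIPR kinetic read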
Target sequence (P30559 whole entry, looked up): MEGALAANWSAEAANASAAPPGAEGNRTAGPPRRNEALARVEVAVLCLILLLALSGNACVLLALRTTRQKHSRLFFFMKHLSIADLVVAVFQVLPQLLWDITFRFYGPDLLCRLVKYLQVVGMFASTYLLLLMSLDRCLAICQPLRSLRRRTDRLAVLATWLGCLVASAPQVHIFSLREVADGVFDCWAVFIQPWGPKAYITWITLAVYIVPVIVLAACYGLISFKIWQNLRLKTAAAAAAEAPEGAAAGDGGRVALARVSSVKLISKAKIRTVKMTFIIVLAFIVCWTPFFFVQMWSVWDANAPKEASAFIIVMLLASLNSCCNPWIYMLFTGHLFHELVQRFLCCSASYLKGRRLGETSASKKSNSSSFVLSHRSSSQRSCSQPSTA
V1aR counter: agonists of human V1a receptor, primary screen, counter-screen for OXTR agonist project, fluorescence, CHO-V1R cells. Vasopressin V1a receptor (Homo sapiens), P37288. Fluo-8 calcium fluorescence, agonist mode; 0% DMSO, 100% 3 nM vasopressin. activation, % at 3 µM. 320,000 compounds, 0.25% hits;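 active means activation above the mean activation of all tested compounds plus 3 SD, per screening run, cut at about 20% in these data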;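 further: signal is peak over basal fluorescence ratio across a 100 second FLIPR read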
M18AAP inhibitor: PfM18AAP inhibitors, malaria aminopeptidase, primary screen, biochemical, QFRET, recombinant enzyme; H-Glu-NHMec fluorogenic cleavage; inhibition, % at 7.35 µM; 290,000 compounds, 1.2% hits; AID 1822, 2009;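 active means inhibition above the campaign mean inhibition over all tested compounds plus 3 SD, cut at about 28% in these data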;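 further: 0% = plate median of test compound wells and 100% = 2 mM ZnCl2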
OXTR potentiator: human OXTR potentiators, primary screen, fluorescence, CHO-OTR cells, Fluo-8 calcium. Fluo-8 calcium fluorescence, potentiator mode; 0% = oxytocin EC15, 100% = EC100. activation, % at 3 µM. 320,000 compounds, 0.061% hits;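 active means activation above that plate's cutoff, the mean activation of tested compounds plus 3 SD, cut at about 6.6% in these data, passing the limit was not always enough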;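 further: 100% uses oxytocin at 75 nM as the full agonist control; some results filed as inactive read as strong as hits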
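assay system = CHO-OTR cells, human receptor | schedule = compound 6 min at room temperature before oxytocin, 100 s read | detection = Fluo-8 intracellular calcium fluorescence, ex 470-495, em 515-575 nm | evaluation = normalized max/min fluorescence ratio, % activation | control set = EC15 oxytocin alone as 0%, 75 nM oxytocin (EC100) as 100%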
MEKK2mut PB1 HTS: MEK5 binding signal on mutant MEKK2 PB1, primary screen, biochemical, multiplex bead flow cytometry, Alexa488-MEK5; Alexa488-MEK5 binding to MEKK2 mutant; percent response, % at 10 µM; 290,000 compounds, 0.35% hits; AID 1530, 2009; in the data active means percent response above about 24%, passing the limit was not always enough; further: inactives centre near 1; some results filed as inactive read as strong as hits
GPR7 antag: GPR7 receptor antagonists, primary screen, cell-based, fluorescence, single concentration; GPR7-expressing cells, fluorescence antagonist assay; inhibition, % at 4.4 µM; 290,000 compounds, 1.1% hits; AID 1861, 2009; in the data active means inhibition above about 16%, passing the limit was not always enough;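 further: cells stimulated with the agonist NPW; 0% = agonist with vehicle and 100% = vehicle without agonist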
Target sequence (P48145 whole entry, looked up): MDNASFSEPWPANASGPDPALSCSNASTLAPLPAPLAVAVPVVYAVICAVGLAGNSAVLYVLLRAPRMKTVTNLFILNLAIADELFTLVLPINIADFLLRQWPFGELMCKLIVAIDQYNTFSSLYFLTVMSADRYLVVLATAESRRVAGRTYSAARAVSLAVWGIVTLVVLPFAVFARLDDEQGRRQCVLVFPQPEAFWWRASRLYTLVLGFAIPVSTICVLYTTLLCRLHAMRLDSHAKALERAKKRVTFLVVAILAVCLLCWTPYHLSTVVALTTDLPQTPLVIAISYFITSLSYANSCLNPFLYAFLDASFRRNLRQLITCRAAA
NALP1 yeast inh: NALP1 inflammasome inhibitors in reconstituted yeast, colorimetric, S. cerevisiae, triplicate retest; S. cerevisiae NALP1/ASC/caspase-1 growth, X-gal OD620, 72 h; inhibition, % at 10 µM; 280,000 compounds, 0.61% hits; AID 2071, 2009; in the data active means inhibition mostly above about 24%, no sharp cut-off; inactive means mostly below about 32%; further: some compounds called inactive have numbers as strong as hits
GalR3 antagonist: GalR3 antagonists in HEK293 cells, primary screen, cell-based, fluorescence readout; 360,000 compounds, 0.44% hits; inhibition, % at 3 µM; Galanin receptor type 3 (Homo sapiens), O60755; AID 651719, 2012; HEK293 GalR3-CNG cAMP membrane potential fluorescence; galR3 body fused to GalR1 C-terminus;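 active means inhibition above the screen-wide average plus 3 SD, cut at about 13% in these data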;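 further: forskolin and galanin both at EC90 stimulate the cells; cAMP rise reported by CNG channel membrane potential dye signal; 0% = forskolin plus galanin with DMSO and 100% = forskolin alone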
Target sequence (O60755 1-299 limits assumed): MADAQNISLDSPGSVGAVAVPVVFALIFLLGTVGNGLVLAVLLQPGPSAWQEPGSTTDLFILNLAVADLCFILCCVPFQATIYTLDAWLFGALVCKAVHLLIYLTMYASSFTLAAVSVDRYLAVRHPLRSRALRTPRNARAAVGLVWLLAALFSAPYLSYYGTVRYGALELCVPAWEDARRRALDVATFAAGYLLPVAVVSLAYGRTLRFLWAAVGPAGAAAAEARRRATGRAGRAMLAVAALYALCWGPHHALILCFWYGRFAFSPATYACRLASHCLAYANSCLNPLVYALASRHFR
MEKK2wt PB1 HTS: modulators of MEK5 binding to wildtype MEKK2, primary screen, biochemical, multiplex bead flow cytometry, Alexa488-MEK5; 290,000 compounds, 1.1% hits; binding response (% of control), % at 10 µM; Alexa488-MEK5 binding to MEKK2 WT; actives lie on both sides; AID 1531, 2009; Mitogen-activated protein kinase kinase kinase 2 (Homo sapiens), Q9Y2U5; in the data active means binding response below about 67% or above about 130%
An asterisk follows results filed as active; . = no result given.

SMILES	OXTR potentiator	M18AAP inhibitor	OXTR agonist	MEKK2wt PB1 HTS	GPR7 antag	MEKK2mut PB1 HTS	V1aR counter	NALP1 yeast inh	GalR3 antagonist
COc1ccc(C(=O)NNC(=O)c2snnc2C)cc1	5.1	3.2	0.7	96.0	-14.4	-4.0	1.1	11.4	-2.8
CCc1nnc(NC(=O)C2CCCN2C(=O)Nc2ccc(Cl)cc2)s1 (stereo unspecified)	-5.1	-4.6	0.9	103.0	7.3	1.0	1.1	29.9	-8.1
COc1cccc(CNC(=O)c2ccncc2)c1	-4.3	-3.2	-0.1	101.0	-2.0	-8.0	0.5	13.0	1.2
Cc1cc(C)c(C(=O)COC(=O)CCNS(=O)(=O)c2c(Cl)cccc2Cl)cc1C	-7.6	-0.5	2.0	98.0	-10.8	-2.0	2.6	25.8	-8.8
Cc1nc(=O)c(-c2ccccc2)c(C)n1-c1ccc(O)cc1	5.3	-4.7	1.5	104.0	-1.7	5.0	1.5	-6.2	-3.9
N#C/C(=C/c1ccc(OCc2ccc(C(=O)O)cc2)cc1)C(=O)Nc1ccccc1	-10.8	-2.8	0.5	107.0	10.3	6.0	1.6	-3.3	.
CC(C)(C)C1CCC(=NNc2nc3ccccc3[nH]2)CC1 (stereo unspecified)	-4.0	17.3	-0.7	115.0	-8.4	6.0	-0.5	-5.1	10.5
COc1ccc2oc(C(=O)NC(C)(C)C)c(C)c2c1	-8.1	-15.2	-2.4	79.0	15.3	-6.0	0.0	0.2	-5.6
O=C(NCc1ccc(F)cc1)C1CC(=O)N(C2CCCCC2)C1 (stereo unspecified)	-5.2	-2.9	0.4	97.0	-5.4	1.0	0.8	-0.2	-7.5
O=C1c2ccccc2-c2nnc(-c3ccc(F)cc3)cc21	-7.0	-2.8	-0.1	97.0	2.2	-3.0	0.3	-0.7	-2.9
O=C(CCC(=O)n1ncc2ccccc21)NCc1ccccc1Cl	3.2	5.4	1.1	104.0	0.4	2.0	0.2	17.4	.
Cc1cc(NC(=O)Nc2cccc(C)c2C)no1	-6.9	2.4	1.1	104.0	-0.7	5.0	1.4	3.8	-3.0
Cc1ccccc1C(=O)NNC(=S)NC(=O)c1cccnc1	-4.0	27.6	0.5	98.0	3.4	1.0	-0.1	11.9	0.6
O=S(=O)(c1ccc(F)cc1)N1CCN(CC(O)COc2ccccc2F)CC1 (stereo unspecified)	-19.9	2.1	2.8	103.0	23.3	3.0	5.8	15.5	-10.4
COc1ccc(-n2nnnc2-c2cn(C)nc2C(F)(F)F)cc1	-19.4	1.4	6.8	101.0	-14.5	-5.0	5.9	-9.6	0.1
COC(=O)c1c(NC(=O)c2cccc(N3C(=O)CCC3=O)c2)sc2c1CCN(C(C)=O)C2	-11.1	-11.4	0.8	103.0	-0.8	6.0	2.7	25.7	-1.6
C#CCNC(=O)C1=C[C@@H](c2ccc(C#C)cc2)[C@H](CCCO)[C@@H](OCC)O1	-0.1	-12.9	2.5	107.0	-5.0	6.0	2.1	-4.0	-3.6
CC(=O)c1cccc(NC(=O)CCC(=O)c2ccc(F)cc2)c1	.	2.0	.	99.0	-23.1	0.0	.	16.3	-12.2
CC(C)/C(=N\NC(=O)Nc1ccccc1)c1ccccc1	2.5	1.6	-1.0	106.0	-6.8	4.0	-1.7	-7.0	-6.0
COc1ccc(N(CC(=O)NCc2ccccc2OC)S(=O)(=O)c2ccc(C)cc2)cc1Cl	-15.1	3.9	0.1	91.0	0.0	-6.0	2.1	12.1	-2.6
Cc1cccc(NCc2nc(-c3ccccc3)no2)c1	-4.2	-1.5	-1.7	99.0	-9.0	1.0	-0.9	8.9	-0.4
CCOc1ccc(C(=O)Nc2cccc(C(=O)O)c2C)cc1Cl	4.6	-0.6	1.3	96.0	0.9	-2.0	0.6	11.1	-5.8
CCOC(=O)C1CCN(Cc2ccccn2)CC1	-12.7	0.4	-0.8	117.0	-6.5	11.0	-0.6	16.2	.
Cc1ccc(NC(=O)c2ccc(NCCN)c([N+](=O)[O-])c2)cc1Cl	-10.7	1.6	0.6	126.0	7.7	1.0	0.7	22.9	-5.6
COc1ccccc1N1CCN(C2CCCN(C(=O)c3snnc3C)C2)CC1 (stereo unspecified)	-5.6	3.0	0.7	103.0	-18.1	3.0	1.7	-3.8	-9.6
c1coc(CN(Cc2ccco2)c2ncnc3c2oc2ccccc23)c1	-7.9	9.7	2.1	107.0	-12.5	-2.0	1.6	3.8	.
CCN(CCCNC(=O)CN1C(=O)COc2ccc(S(=O)(=O)N3CCC(C)CC3)cc21)Cc1ccccc1	-1.9	-17.1	-0.8	105.0	-0.1	3.0	1.1	21.3	-8.6
O=C(Nc1ccccc1Cl)c1ccc(S(=O)(=O)NCC2CCCO2)cc1 (stereo unspecified)	-10.7	-9.2	3.0	104.0	-3.7	6.0	6.4	9.3	-7.1
O=C(CSc1ccc2nnc(-c3ccccn3)n2n1)N1CCOCC1	-4.5	3.1	0.8	104.0	-13.6	-5.0	0.8	-7.2	1.5
CCOc1ccc(S(=O)(=O)NC(C)C(=O)NC2CCCC2)cc1 (stereo unspecified)	-5.4	-6.6	-0.6	97.0	-1.6	-2.0	-0.4	-9.4	0.4
Cc1ccc(N(C(=O)c2ccc(S(=O)(=O)N3CCCC3)cc2)C2C=CS(=O)(=O)C2)cc1 (stereo unspecified)	0.3	3.1	-0.5	109.0	-3.9	8.0	1.3	-5.3	-0.5
COCCCn1c(=N)c(C(=O)NC2CCCCC2)cc2c(=O)n3ccccc3nc21	-4.4	6.6	-1.9	98.0	17.4	2.0	-0.4	3.2	-2.6
Cc1cc(S(=O)(=O)N2CCOCC2)ccc1OCC(=O)NCCCn1ccnc1	-5.2	-8.0	0.8	101.0	6.5	1.0	0.8	12.1	-0.3
C[C@H](CO)N1C[C@H](C)[C@@H](CN(C)C(=O)Nc2ccc(C(F)(F)F)cc2)Oc2c(NS(=O)(=O)c3cn(C)cn3)cccc2C1=O	-2.5	.	0.1	.	.	.	2.0	.	-3.8
Cc1nn(CC(=O)Nc2ccc3c(c2)OCCO3)c(C)c1[N+](=O)[O-]	-1.8	.	0.9	.	.	.	4.1	.	-5.4
COc1ccc(C(=O)N/C(=C/c2cccs2)C(=O)NC(C)(C)C)cc1OC	0.3	-7.9	0.1	91.0	-6.3	-3.0	0.0	2.0	-7.7
Cc1ccc(Cn2ncc3c(NN)ncnc32)cc1	.	22.8	.	99.0	3.5	-9.0	.	-10.5	-11.1
O=C(NCc1ccccn1)c1cccc(S(=O)(=O)Nc2ccccc2Cl)c1	-0.1	.	4.8	.	.	.	1.2	.	0.8
O=C(CCNc1ccccc1)c1cccc([N+](=O)[O-])c1	-0.8	-80.3	-0.8	.	1.6	.	0.1	18.8	-5.5
CC1CCCCN1S(=O)(=O)c1ccc(C(=O)N(CCCN(C)C)c2nc3ccc(Br)cc3s2)cc1 (stereo unspecified)	-8.5	-0.2	17.4	258.0*	23.7	76.0*	9.7	12.6	-5.0
CC(C)C(C(=O)Nc1ccccc1F)N1C(=O)c2ccccc2C1=O (stereo unspecified)	0.2	.	-2.6	.	.	.	-1.3	.	-4.3
O=C(OCCN=C1NS(=O)(=O)c2ccccc21)c1cccnc1	-6.5	-6.7	1.2	.	-3.0	.	1.4	-16.1	0.3
Cc1ccc(S(=O)(=O)N2CCC(=O)N(CCO)CC2)cc1	-0.6	1.1	0.0	102.0	-6.2	1.0	-0.3	9.5	-2.5
CC(=O)NC1C(=O)N=C(SCC(=O)NC2CCCCC2)NC1=O (stereo unspecified)	6.6	11.4	1.4	93.0	16.0	-7.0	1.1	9.1	-1.8
O=C(CSCc1ccc(F)cc1)N1CCOCC1	-7.2	2.6	0.5	106.0	-6.1	7.0	-0.1	-3.6	-2.8
COc1ccccc1N1C(=O)c2cccnc2C1=O	-0.1	-1.3	0.2	111.0	-6.6	11.0	0.5	3.1	-3.3
O=C(NC1c2ccccc2-c2ccccc21)N1CCOCC1	-4.0	-1.1	1.1	98.0	16.7	-11.0	-0.9	3.8	-2.8
CCCOc1ccc(-c2nnn(CC(=O)N3CCCCC3)n2)cc1	0.2	-3.2	1.7	101.0	-15.6	4.0	1.6	.	1.1

In the list so far, two contain a COOH group:
SMILES	OXTR potentiator	M18AAP inhibitor	OXTR agonist	MEKK2wt PB1 HTS	GPR7 antag	MEKK2mut PB1 HTS	V1aR counter	NALP1 yeast inh	GalR3 antagonist
N#C/C(=C/c1ccc(OCc2ccc(C(=O)O)cc2)cc1)C(=O)Nc1ccccc1	-10.8	-2.8	0.5	107.0	10.3	6.0	1.6	-3.3	.
CCOc1ccc(C(=O)Nc2cccc(C(=O)O)c2C)cc1Cl	4.6	-0.6	1.3	96.0	0.9	-2.0	0.6	11.1	-5.8

New compounds follow:
SMILES	OXTR potentiator	M18AAP inhibitor	OXTR agonist	MEKK2wt PB1 HTS	GPR7 antag	MEKK2mut PB1 HTS	V1aR counter	NALP1 yeast inh	GalR3 antagonist
COc1ccc(NC(=O)CN2CCC3(O)CCCCC3C2c2cc(OC)ccc2OC)cc1 (stereo unspecified)	-24.1	-8.3	-0.1	87.0	2.2	-5.0	0.5	12.9	-2.2
CCOC(=O)c1ccccc1NC(=O)Cn1cnc2c(oc3ccccc32)c1=O	-11.0	1.7	-0.2	104.0	3.8	3.0	0.1	8.8	0.8
CN(C(=O)CN1C(=O)CCSc2ccc(S(=O)(=O)N3CCCC3)cc21)c1ccccc1	-5.0	-0.3	0.4	103.0	-8.8	1.0	0.5	0.0	-6.8
CC1CCCC(C)N1C(=O)CSc1nnc(-c2c[nH]c3ccccc23)o1 (stereo unspecified)	-10.3	-0.5	0.2	104.0	3.4	-1.0	1.1	27.2	-5.3
COc1cccc(CN2CCN(C(=O)CC(C)C)CC2)c1	3.5	0.5	0.8	.	6.6	.	0.6	14.7	0.8
Cc1nc2nc(COc3ccccc3)[nH]n2c(=O)c1C	-0.6	-1.9	-0.7	109.0	-0.2	5.0	0.2	0.2	-5.4
CCN(c1ccccc1)S(=O)(=O)c1ccc2c(c1)OCCO2	-8.0	.	-1.9	.	.	.	-1.1	.	-7.3
Cc1nnc2c(N3CCN(C(=O)c4ccco4)CC3)nc3ccccc3n12	-2.8	5.3	-1.6	104.0	-4.0	3.0	-0.5	5.5	2.3
CN(C(=O)CN1C(=O)c2ccccc2S1(=O)=O)c1ccccc1C(=O)O	-5.6	-3.3	0.1	107.0	-12.2	13.0	0.6	-7.3	-6.3

Compound activity: PubChem BioAssay, several laboratories
